# Source: PubChem BioAssay (National Center for Advancing Translational Sciences (NCATS))
# IL2 activator = qHTS of IL-2 Activators | IL-2 activation reporter assay, cell-based qHTS; stimulated with anti-CD3/CD4/CD28 beads; in transgenic mouse T cells | activation, % (series mostly up to about 46 µM) | 360,000 tested, 0.065% active | AID 652025, 2013; in the data active means activation above about 50%; inconclusive means mostly about 30% to 49%; further: 0% is about no effect
#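 Quantitative HTS in unstimulated transgenic mouse T cells, with memory T cells as non-tolerant control and PMA/ionomycin as tolerance-bypass control. Compound pretreatment lasted 60 minutes before 18 h bead stimulation; EGFP/DsRed fluorescence read.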
# FUS suppressor = qHTS for Suppressors of FUS Proteinopathy: Primary screen using FUS-linked yeast assay | AID 1347120, 2019 | 390,000 tested, 0.24% active | Potency, µM (highest dose often 76.6 µM), for the others: at the highest dose growth rescue (activation), actives largely listed as activators | S. cerevisiae FUS-expressing, growth rescue, OD600, 24 h;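 further: potency means the concentration at half of the fitted maximal effect; plate controls were DMSO vehicle for no effect and reference control for full effect; nearly all actives have a fitted effect of over 55% in size; some results filed as inactive show a strong effect at the top dose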
#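 FUS-expressing yeast, raffinose-pregrown, induced in 2% galactose minimal medium at OD 0.005; compounds in a dilution series, 24hr at 30C. Growth restoration read as absorbance at 600 nm. CP55940 positive control, DMSO negative.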
# WRN helicase inh = qHTS for Inhibitors of WRN Helicase; 360,000 tested, 0.46% active; Bifunctional 3'-5' exonuclease/ATP-dependent helicase WRN (Homo sapiens), Q14191; WRN helicase unwinding, fluorescent forked duplex, kinetic; AID 651768, 2012; Potency, µM (doses to about 114 µM), for the others: top-dose activity change, negative = inhibition, most hits filed as inhibitors; further: potency means the concentration at half of the fitted maximal effect; on the % scale 0 is the no-effect control and ±100 the full control effect; nearly all actives have a fitted effect of over 55% in size
# Target sequence (Q14191 whole entry, looked up): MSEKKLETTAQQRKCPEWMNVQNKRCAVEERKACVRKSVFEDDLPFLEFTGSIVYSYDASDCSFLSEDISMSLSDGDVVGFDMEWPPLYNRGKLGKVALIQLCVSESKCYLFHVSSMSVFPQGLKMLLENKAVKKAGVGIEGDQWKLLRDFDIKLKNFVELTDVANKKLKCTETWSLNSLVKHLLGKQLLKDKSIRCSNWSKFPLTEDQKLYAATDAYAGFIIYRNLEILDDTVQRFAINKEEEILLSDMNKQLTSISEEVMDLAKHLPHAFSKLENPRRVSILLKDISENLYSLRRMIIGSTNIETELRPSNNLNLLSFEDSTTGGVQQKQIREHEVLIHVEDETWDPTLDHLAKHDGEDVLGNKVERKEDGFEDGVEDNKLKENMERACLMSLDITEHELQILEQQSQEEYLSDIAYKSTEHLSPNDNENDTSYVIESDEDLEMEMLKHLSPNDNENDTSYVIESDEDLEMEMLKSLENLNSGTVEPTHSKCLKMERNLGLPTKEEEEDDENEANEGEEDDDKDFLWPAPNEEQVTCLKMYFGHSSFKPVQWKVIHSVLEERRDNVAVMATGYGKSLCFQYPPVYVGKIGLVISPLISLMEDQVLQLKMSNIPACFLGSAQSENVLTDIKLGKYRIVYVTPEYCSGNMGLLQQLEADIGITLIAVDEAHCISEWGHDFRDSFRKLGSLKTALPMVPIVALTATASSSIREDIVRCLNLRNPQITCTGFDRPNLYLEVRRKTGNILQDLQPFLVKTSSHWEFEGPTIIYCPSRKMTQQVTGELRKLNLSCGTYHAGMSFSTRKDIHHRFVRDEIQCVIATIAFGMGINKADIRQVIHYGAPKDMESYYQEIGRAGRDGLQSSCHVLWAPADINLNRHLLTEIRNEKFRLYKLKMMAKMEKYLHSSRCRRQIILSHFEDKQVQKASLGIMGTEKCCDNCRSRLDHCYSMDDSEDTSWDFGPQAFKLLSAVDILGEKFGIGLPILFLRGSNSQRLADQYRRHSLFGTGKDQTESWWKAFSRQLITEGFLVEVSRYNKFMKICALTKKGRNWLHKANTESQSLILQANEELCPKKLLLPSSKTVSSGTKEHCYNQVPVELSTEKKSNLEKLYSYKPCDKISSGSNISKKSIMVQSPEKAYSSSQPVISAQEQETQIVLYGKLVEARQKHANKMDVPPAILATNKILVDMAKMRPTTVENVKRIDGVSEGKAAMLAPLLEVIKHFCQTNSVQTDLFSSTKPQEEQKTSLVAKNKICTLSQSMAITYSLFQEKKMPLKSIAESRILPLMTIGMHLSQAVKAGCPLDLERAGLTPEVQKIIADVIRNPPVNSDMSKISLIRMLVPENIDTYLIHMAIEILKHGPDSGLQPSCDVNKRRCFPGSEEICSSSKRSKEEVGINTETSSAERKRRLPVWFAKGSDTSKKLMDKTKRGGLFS
#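 Enzyme (20 nM final) and test compound sit together 15 min at room temperature before substrate addition. Substrate is a single-forked duplex oligonucleotide (100 nM) labelled with fluorophore and quencher, with 2 mM ATP; helicase unwinding raises red fluorescence, read kinetically.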
# PLK1 PBD block = qHTS for Inhibitors of PLK1-PDB (polo-like kinase 1 - polo-box domain): Primary Screen; Serine/threonine-protein kinase PLK1 (Homo sapiens), P53350; Plk1 PBD binding of FITC phosphopeptide, fluorescence polarization; Potency, µM, for inactives: max response, negative = inhibition, actives largely listed as inhibitors; 360,000 tested, 2.8% active; AID 720504, 2013; further: potency means the concentration at half of the fitted maximal effect; series mostly up to about 57 µM; on the % scale 0 is the no-effect control and ±100 the full control effect; nearly all actives have a fitted effect of over 65% in size
# Abeta rescue = qHTS for compounds that reverse cellular toxicity of Amyloid beta (A-beta) peptide in yeast: Primary Screen. AID 1347071, 2019. yeast expressing A-beta42, growth rescue, OD600, 48 h; response scale: 0% DMSO, 100% iron-clioquinol control. 410,000 tested, 0.063% active. Potency, µM (titrated, usually from 46.1 µM), inactives show at the top dose growth rescue, usual class: activators; further: potency means the concentration at half of the fitted maximal effect; nearly all actives have a fitted effect of over 55% in size
#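 Yeast A-beta toxicity model in growth medium with pinned compounds, 48 h at 30 C; growth read as absorbance at 600 nm. Normalized to FeCl3/clioquinol equimolar mix (positive) and DMSO (negative).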
# PI5P4K alpha inh = qHTS for Inhibitors of phosphatidylinositol 5-phosphate 4-kinase (PI5P4K); AID 652105, 2013; max response, %; PI5P4Kalpha enzyme, ADP-Glo luminescence, 60 min; stronger effect = lower value; Phosphatidylinositol 5-phosphate 4-kinase type-2 alpha (Homo sapiens), P48426; 330,000 tested, 1.2% active; active means max response of -50% or lower; inconclusive means between -30% and -50%; inactive means -30% or higher; further: value at the top dose of about 77 µM; on the % scale 0 is the no-effect control and ±100 the full control effect
#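 ADP-Glo luminescence end-point after a 60 min room-temperature kinase reaction. PI5P4Kalpha and substrate in HEPES pH 7.4 buffer with EGTA, 0.1% CHAPS and 5% DMSO; ATP at 5 microM final.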
# EPAC1 antagonist = qHTS for Antagonist of cAMP-regulated guanine nucleotide exchange factor 3 (EPAC1): primary screen. 360,000 tested, 0.14% active. Rap guanine nucleotide exchange factor 3 (Homo sapiens), O95398. EPAC1 GEF assay, Rap1b-BODIPY-GDP exchange fluorescence. Potency, µM (doses to about 115 µM), for the others: at the top dose activity change, negative = inhibition, actives largely listed as inhibitors;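 further: potency means the concentration at half of the fitted maximal effect; plate controls were vehicle for no effect and positive control for full effect; nearly all actives have a fitted effect of over 50% in size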
# EPAC1 ag = qHTS for Agonist of cAMP-regulated guanine nucleotide exchange factor 3 (EPAC1): primary screen | Potency, µM (series often up to 154 µM), without a hit: at the highest dose activation, actives largely listed as activators | EPAC1 agonist qHTS, biochemical assay; response scale: 100% = response to 6.5 mM cAMP | AID 720707, 2013 | 360,000 tested, 0.073% active | Rap guanine nucleotide exchange factor 3 (Homo sapiens), O95398; further: potency means the concentration at half of the fitted maximal effect; nearly all actives have a fitted effect of over 60% in size
#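 Read-out is the fluorescence drop as BODIPY-GDP leaves Rap1B (480 nm excitation, 540 nm emission), recorded every 5 minutes over 30 minutes. Reactions held 100 nM EPAC1, 250 nM Rap1B–BODIPY-GDP and 50 uM GDP, with 6.5 mM cAMP setting full activation.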
# * marks the source's active call; other numbers are inactive results; ? = inconclusive; . = no result given; [ ] = dose if it differs, or a comment. Unless noted, the call rests on the fitted dose curve; in most records, active means well fitted curve in the direction sought with a large enough effect; inconclusive means small, poorly fitted or top-dose-only effect, or another doubt; inactive means no such curve, though single readings can be large; an effect the other way counts as inactive or inconclusive.
SMILES,IL2 activator,FUS suppressor,WRN helicase inh,PLK1 PBD block,Abeta rescue,PI5P4K alpha inh,EPAC1 antagonist,EPAC1 ag
Cc1ccc(CN2C(=O)c3ccccc3C2C(=O)NCc2cccnc2)cc1 (stereo unspecified),-2.4,-13%,-4%,-4%,1%,1,-7%,-3%
CCCn1c2ccccc2c2nnc(SC(CC)C(=O)Nc3cc(C)on3)nc21 (stereo unspecified),-0.3,-13%,-16%,-6%,9%,-6,-17%,14%
COc1ccc(NC(=O)[C@@H]2CCCN2C(=O)[C@@H]2Cc3ccccc3CN2C(=O)OC(C)(C)C)cc1,-3.4,13%,-6%,-14%,9%,-5,-6%,-3%
CSc1nnc2c(=O)[nH]c(=O)n(C)c2n1,0.0,-28%,-7%,-4%,5%,-28,-25%,5%
CC(=O)Nc1ccc(/C(C)=N/NC(=O)c2ccc(COc3ccccc3Cl)o2)cc1,0.0,22%,3%,-10%,-1%,2,5%,4%
Cc1cc(/C=N/NC(=O)C(O)(c2ccccc2)c2ccccc2)c(C)n1-c1ccc(C(=O)O)cc1,-1.2,36%,1%[11.6 µM],-26%,-4%,-16,?,13%
Cc1ccc(O)c(C(=O)c2cc(C#N)c(=O)n(CC3CCCO3)c2)c1 (stereo unspecified),-0.5,5%,3%,-10%,-12%,-4,5%,2%
Clc1ccccc1CN1CCC(Cc2ccccc2)CC1,-0.5,.,-6%,2%,2%,3,-18%,-3%
C/C(=N\NC(=O)c1cccs1)C(C)(C)C,0.6,.,-13%,?,1%,2,4%,-6%
S=C(NC1CC1)NC1CCCc2ccccc21 (stereo unspecified),0.8,-2%,1%,-9%,1%,-15,17%,-1%
N#Cc1ccc(NC(=O)c2cc(S(=O)(=O)N3CCOCC3)ccc2N2CCCC2)cc1,0.1,44%,-4%,0%,-16%,2,-3%,4%
COc1ccc(OC)c(S(=O)(=O)N/N=C\c2cn(CC(N)=O)c3ccccc23)c1,0.3,-9%,-12%,-2%,0%,1,-3%,-21%
CCCN(CCC)C(=O)CSc1nc2n[nH]c(C)c2c(=N)n1-c1ccc(OC)cc1,1.1,?,-9%,-9%,10%,1,-3%,7%
CCC(=O)Nc1ccc(Cl)c(NC(=S)NC(=O)COc2ccc(Cl)cc2)c1,3.1,-18%,3%,-7%,0%,-3,-3%,2%
NC1=NC(=O)S/C1=C\c1ccc(F)cc1,-1.0,-8%,-3%,2%,5%,2,12%,-4%
Cc1ccc(C(=O)O/N=C(\N)c2ccc(Br)cc2)cc1C,-0.5,17%,11%,-2%,-6%,.,-2%,0%
CC(C)(C)CC(=O)NCc1cccs1,-2.3,-5%,-3%,-16%,-3%,0,12%,-4%
COc1ccc(C=C(C#N)c2ccc(OC)cc2)cc1,-0.6,13%,-29%,-5%,15%,4,-9%,13%
O=C(NCc1cccs1)C1CC(=O)N(Cc2ccccc2)C1 (stereo unspecified),1.3,21%,9%,-14%,-16%,0,-25%,-8%
CC(C)(C)NNC(=S)Nc1cccc(F)c1,-5.7,-8%,10%,-1%,0%,3,10%,-6%
O=C(NCCc1ccco1)C(=O)NCC1CCCN1S(=O)(=O)c1ccccc1 (stereo unspecified),0.2,41%,1%,-9%,-5%,-6,-1%,9%
Cc1ccccc1OC1CCN(C(=O)c2cc(COc3ccccc3)on2)CC1,-6.1,24%,-10%,-2%,26%,19,-13%,13%
O=C(C[n+]1cc[nH]c1)c1ccc(Cl)cc1,1.6,11%,-8%,1%,2%,1,-10%,4%
CC(=O)Nc1ccccc1C(=O)C(=O)Nc1ccc(C(=O)N2CCOCC2)cc1,-1.7,11%,-25%,-13%,-7%,-4,1%,5%
Cc1nc(C(=O)N2CCc3c([nH]c4ccccc34)C2c2ccccn2)cs1 (stereo unspecified),0.6,10%,8%,-5%,25%,-2,-18%,11%
CCOC(=O)c1[nH]c(C)c(C(=O)NC2CCCCCC2)c1C,-0.4,24%,-9%,-1%,-13%,1,25%,-6%
CCCn1c(=O)c(C(=O)Nc2ccccc2N)c(O)c2ccccc21,-2.3,-10%,13%,1%,-21%,-6,11%,4%
CC(=O)N1CCOc2ccc(S(=O)(=O)N3CCN(c4cccc(C(F)(F)F)c4)CC3)cc21,-1.0,?,0%,-8%,17%,-3,-19%,-6%
O=C1CCc2nc3ccccc3c(=O)n2N1,1.3,-6%,-7%,1%,14%,-3,-5%,11%
COc1cc(S(=O)(=O)NCc2ccncc2)c(OC)cc1C,-2.0,13%,-13%,4%,-9%,1,-15%,4%
Cc1ccc(NC(=O)Cn2cnc3c(OCc4ccccc4)ncnc32)cc1C,0.0,-2%,6%,-14%,7%,0,-17%,-15%
Cn1c2ccccc2c(=O)c2c(=O)n(-c3ccccc3)c(-c3ccc(C(C)(C)C)cc3)nc21,1.1,28%,0%,-13%,-18%,-10,0%,-17%
Cc1ccc(-n2nnnc2SCC(=O)NC2CCCc3ccccc32)c(C)c1 (stereo unspecified),-2.8,9%,-5%,-12%,12%,4,?,8%
CCOC(=O)CCC(=O)NNC(=O)COc1ccc(C(C)C)cc1Br,-2.4,-17%,-19%,2%,-3%,9,?,-2%
O=S(=O)(Cc1ccccc1)NCC1CCCN(Cc2ccc3nonc3c2)C1 (stereo unspecified),0.1,-25%,-3%,7%,-7%,-9,-4%,-4%
Cc1ccccc1C(=O)OC1CCCN(C)C1 (stereo unspecified),-0.5,2%,2%,-1%,8%,-1,9%,11%
CN(Cc1ccccc1)C(=O)c1cccc(NC(=O)c2ccco2)c1,-2.1,-5%,2%,-3%,15%,-7,-2%,-4%
Cc1cc(C(=O)Nc2ccc(Br)cn2)sc1C,1.2,5%,0%,3%,-20%,3,-10%,-12%
O=C(N/N=C/c1cc(Cl)cc([N+](=O)[O-])c1O)c1cccc(S(=O)(=O)N2CCOCC2)c1,-4.8,5%,-23%,-7%,-52%[inhibitor],?,-1%,-7%
CC(=O)Nc1cccc(C(=O)N/N=C/c2ccccc2F)c1,0.5,2%,-2%,-24%,9%,0,-29%,5%
Cn1cc(Cl)c(C(=O)Nc2cccc(Cl)c2Cl)n1,1.6,-6%,-6%,-7%,-7%,.,-11%,5%
CC(C)(C)N1CC(C(=O)Nc2ccc(S(N)(=O)=O)cc2)CC1=O (stereo unspecified),0.2,-2%,5%,-3%,2%,1,-14%,2%
CCc1ccc(S(=O)(=O)N2CCN(c3ncccn3)CC2)cc1,-2.0,-31%,-7%,-2%,-5%,-1,-8%,5%
COC(=O)c1cccnc1-n1c(=O)c2cccnc2n(Cc2cccc(OC)c2)c1=O,0.0,44%,-7%,-13%,14%,4,-20%,1%
COc1ccc(-c2nnc(SCC(=O)Nc3cc(F)ccc3C)o2)cc1,-2.0,-7%,-3%,-4%,?,1,-3%,2%
Cc1ccccc1OCCC(=O)NNC(=O)c1ccccc1F,0.0,-29%,7%,-9%,-5%,4,-22%,8%
CC[n+]1c(C)n(-c2ccccc2)c2ccc(C(=O)OC)cc21,0.0,2%,1%,-2%,-3%,7,6%,7%
Cc1cc(=O)oc2cc(OCC(=O)Nc3ccccc3C(=O)O)ccc12,-0.2,2%,-29%,-11%,-4%,?,-8%,-1%
Oc1c(/C=N/Nc2cccc3cccnc23)ccc2ccccc12,-4.4,6%,-2%,-5%,-4%,2,-3%,-4%
C=CCN1C(=O)/C(=C/c2ccc(OC(C)=O)c(OCC)c2[N+](=O)[O-])SC1=S,-1.5,18%,-34%,-19%,-32%[inhibitor],?,71µM*,0%
CN1CCN(S(=O)(=O)c2ccc(N3CCN(C(c4ccccc4)c4ccccc4)CC3)nc2)CC1,-0.4,-7%,11%[57.1 µM],-2%,-8%,2,13%,-3%
COc1ccc(N2CCN(C(=S)Nc3cc(C)cc(C)c3)CC2)cc1,-1.2,22%,0%,-1%,7%,.,-9%,-6%
CC[C@]12c3[nH]c4ccc(OC)cc4c3CCN1C(=O)C(CC(=O)NCCN1CCOCC1)C[C@@H]2C(=O)N1CCN(C(=O)C2CC2)CC1 (stereo partly specified),-0.6,1%,11%,-13%,-7%,-4,3%,-3%
CN(C)CCCNC(=O)c1cc(S(=O)(=O)N2CCOCC2)ccc1F,4.6,-11%,-5%,-4%,12%,1,0%,1%
O=C(c1cccc(S(=O)(=O)N2CCOCC2)c1)N1CCCC(C(F)(F)F)C1 (stereo unspecified),0.8,9%,-7%,-8%,-10%,5,3%,8%
Cc1onc(-c2ccccc2)c1C(=O)N=C(N)c1ccc(C(F)(F)F)cc1,2.6,-17%,-6%,7%,-24%,0,-6%,-2%
CCOc1ccc(-c2nnc(SCc3nnc(-c4ccccc4)o3)n2-c2ccccc2F)cc1,1.0,15%,-7%,1%,18%,?,-14%,-1%
COc1ccc(C)cc1NC(=O)COC(=O)C1COc2ccccc2O1 (stereo unspecified),-0.8,7%,-7%,-1%,7%,3,-8%,7%
COc1ccc(Cl)cc1S(=O)(=O)NC(C)C(=O)NCc1ccccn1 (stereo unspecified),0.0,-13%,0%[57.1 µM],-8%,-11%,7,-3%,15%
O=C(CN1CCN(c2ccc(O)cc2)CC1)N(C1CC1)C1CCS(=O)(=O)C1 (stereo unspecified),-0.3,.,4%,-7%,-11%,-6,5%,5%
C/C(Cn1ncc(N2CCOCC2)c(Cl)c1=O)=N\O,0.5,-21%,0%,-6%,-8%,2,13%,-1%

# Compounds as they come (roughly 4.1% active in at least one column).
